Source: PubChem BioAssay
SW480 rereplic = A quantitative high throughput screen for small molecules that induce DNA re-replication in SW480 colon adenocarcinoma cells. Potency, µM (top dose mostly 46.1 µM), for inactives: top-dose re-replication activation, actives largely listed as activators. 340,000 compounds, 1.8% hits. SW480 DNA re-replication, Hoechst DNA content imaging, 48 h. AID 624297, 2012; note: potency is the fitted concentration of half-maximal effect; % of control where 0% means no effect; nearly all actives have a fitted effect of over 55% in size
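Image-based DNA-content assay: after two days of treatment, nuclei were labelled with the DNA dye Hoechst and imaged, and hits were compounds raising the count of nuclei showing high fluorescence intensity.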
MCF10A rereplic = A quantitative high throughput screen for small molecules that induce DNA re-replication in MCF 10a normal breast cells | MCF 10A DNA re-replication, Hoechst nuclear intensity, 48 h | Potency, µM (top dose mostly 46.1 µM), for inactives: at the highest dose activity, positive = re-replication, usual class: activators | 350,000 compounds, 2.9% hits | AID 624296, 2012; note: potency is the fitted concentration of half-maximal effect; % of control where 0% means no effect; nearly all actives have a fitted effect of over 50% in size
HT1080NT lethal = qHTS for induction of synthetic lethality in tumor cells producing 2HG: qHTS for the HT-1080-NT fibrosarcoma cell line; HT-1080-NT fibrosarcoma viability, CellTiter-Glo ATP luminescence, 48 h; Potency, µM (top dose mostly 46.1 µM), for the others: at the highest dose activity, negative = less viability, most hits filed as cytotoxic; 360,000 compounds, 1.6% hits; AID 686970, 2013;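 note: NT is the 2HG producing partner of a matched IDH1 knockdown line; potency is the fitted concentration of half-maximal effect; 0% = DMSO-treated cells and -100% = media-only wells without cells; nearly all actives have a fitted effect of over 55% in size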
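Viability by CellTiter-Glo luminescence after 48 h compound exposure at 37C of HT-1080-NT cells (750/well, RPMI, 5% FBS). % activity scaled between DMSO wells and medium-only wells, then curve-fitted and categorized by curve class.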
HT1080 IDH1KD tx = qHTS for induction of synthetic lethality in tumor cells producing 2HG: qHTS for the HT-1080-IDH1KD cell line. HT-1080 IDH1 knockdown viability, ATP luminescence, 48 h. Potency, µM (titrated, usually from 46.1 µM), inactives show at the highest dose activity, negative = toxicity, hits mostly cytotoxic. 360,000 compounds, 2% hits. AID 686971, 2013;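 note: potency is the fitted concentration of half-maximal effect; 0% = DMSO wells and -100% = cell-free medium wells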
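CellTiter-Glo luminescence after 48 h compound exposure at 37 degrees C of IDH1-knockdown HT-1080 cells in 5% FBS RPMI. %Activity scaled between DMSO wells and cell-free media wells, with curves fitted and assigned curve classes.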
ATXN viability = Viability Counterscreen for Primary qHTS for Inhibitors of ATXN expression. S2 cells (HEK-293 line with an ATXN2-luciferase reporter) viability, CellTiter-Fluor protease fluorescence, 24 h. Potency, µM (top dose mostly 56.7 µM), actives largely listed as cytotoxic. 400,000 compounds, 0.49% hits. AID 651635, 2014; note: potency is the fitted concentration of half-maximal effect; nearly all actives have a fitted effect of over 40% in size
KB-V1 cytotox = qHTS assay for MDR1-selective chemotherapeutics: Primary screen using the drug-selected MDR subline cells KB-V1 | KB-V1 MDR cells viability, CellTiter-Glo, 72 h | Potency, µM (titrated, usually from 46.1 µM), for inactives: at the top dose activity change, negative = cytotoxicity, actives largely listed as cytotoxic | 400,000 compounds, 3.4% hits | AID 1347076, 2019; note: potency is the fitted concentration of half-maximal effect; % is set by controls: 0 for no effect and ±100 for the full control effect; nearly all actives have a fitted effect of over 60% in size
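qHTS viability screen in drug-selected KB-V1 MDR cells: 72 h compound treatment at 37 degrees C, ATP luminescence end point.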
ATXN2 expr inh = Primary qHTS for Inhibitors of ATXN expression; 360,000 compounds, 0.72% hits; Potency, µM (top dose mostly 57 µM), for inactives: at the highest dose activity change, negative = inhibition, hits mostly inhibitors; HEK-293 ATXN2-luciferase reporter, luminescence, 24 h; note: potency is the fitted concentration of half-maximal effect; % is set by controls: 0 for no effect and ±100 for the full control effect; nearly all actives have a fitted effect of over 55% in size
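ATXN2-luciferase reporter cells (luciferase flanked by upstream and downstream ATXN2 gene portions) were treated 24 h at 37 °C with compounds at up to 57 uM. SteadyGlo luminescence gave expression; GF-AFC fluorescence gave viability.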
IL-1B inflam inh = qHTS for Inhibitors of Inflammasome Signaling: IL-1-beta AlphaLISA Primary Screen; 360,000 compounds, 4.7% hits; AID 743279, 2014; activity change, % at 57.5 µM; THP-1 LPS/ATP IL-1B secretion, AlphaLISA, 16 h; active compounds read low; in the data active = activity change below about -50%; inconclusive = mostly about -30% to -49%; note: % is set by controls: 0 for no effect and ±100 for the full control effect
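Secreted IL-1B measured by AlphaLISA bead assay after 16 h compound exposure of THP-1 cells; compounds (final up to 57.5 uM) added 1 h before LPS (250 ng/mL) and ATP (1.25 mM) stimulation; lower signal means less secretion.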
KB-3-1 tox = qHTS assay for MDR1-selective chemotherapeutics: Primary screen using the parental adenocarcinoma cell KB-3-1; KB-3-1 viability, CellTiter-Glo ATP luminescence, 72 h; 400,000 compounds, 1.4% hits; Potency, µM (doses to about 46.1 µM), inactives show at the top dose activity change, negative = cytotoxic, most hits filed as cytotoxic; note: potency is the fitted concentration of half-maximal effect; % is set by controls: 0 for no effect and ±100 for the full control effect; nearly all actives have a fitted effect of over 60% in size
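Here the drug-naive KB-3-1 line serves as comparator for MDR sub-line selectivity; cells received compound titrations, 72 h at 37 °C, then CellTiter-Glo readout.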
Active calls of the source: *; i = inactive; ? = inconclusive; . = not tested or not shown; & = joins results of further samples; [ ] = remark or other dose. Unless noted, calls come from the whole dose curve; as a rule, active = well fitted curve in the direction sought with a large enough effect; inconclusive = small, poorly fitted or top-dose-only effect, or another doubt; inactive = no such curve, though single readings can be large; an effect the other way counts as inactive or inconclusive.

Compound | SW480 rereplic | MCF10A rereplic | HT1080NT lethal | HT1080 IDH1KD tx | ATXN viability | KB-V1 cytotox | ATXN2 expr inh | IL-1B inflam inh | KB-3-1 tox
CS(=O)CSc1nc2c(cc1C#N)CCCC2 (stereo unspecified) | 29% | ? | 3% | 9% | i | -7% | 1% | -9 | 3%
NS(=O)(=O)c1ccc(NC(=O)COC(=O)CNC(=O)C23CC4CC(CC(C4)C2)C3)cc1 | -40%[inhibitor] | -19% | -8% | -1% | i | ? | -22% | 21 | -3%
Cc1ccc(-c2nnc(SCc3ccccc3C#N)o2)cc1 | . | . | . | . | i | 0% | 167%[activator] | . | 5%
CC(CN1CCN(C)CC1)OC(=O)c1ccc(Cl)cc1Cl (stereo unspecified) | -3% | 11% | -11%[9.24 µM] | -16% | i | 3% | -8% | -21 | -4%
CCc1c(C(=O)Nc2nnc(C3CC3)s2)csc1C | 1% | -1% | 13% | 17% | i | -33% | 12% | -2 | 0%
CCCCc1nnc(NC(=O)CSCc2cc(=O)n3ccsc3n2)s1 | -3% | 0% | 14% | 21% | i | 1% | 20% | 10 | 17%
CCN(CC)c1nc(N)nc(NS(=O)(=O)c2ccc(Cl)cc2)n1 | -1% | 9% | -4% | -7% | i | 3% | -8% | 5 | -5%
COc1cccc(N2CN(CCc3ccccc3)CNC2=S)c1 | -6% | ? | 12% | 14% | i | -11% | 1% | . | -8%
O=C(Cn1ccc(C(F)(F)F)n1)N/N=C/c1cccs1 | 6% | -1% | 8% | 8% | i | 7% | 3% | -5 | 14%
COc1ccc(N2C(=O)c3ccc(C(=O)Nc4ccc(NC(C)=O)cc4)cc3C2=O)cc1 | -6% | 1% | 1% | 13% | i | -6% | -8% | 28 | -2%
NNC(=O)c1ccc(CSc2nc3ccccc3[nH]2)cc1 | -90%[inhibitor] | -33%[inhibitor] | -11% | ? | ? | 6% | -10% | -19 | -7%
Nn1c(SCc2cccc(C(F)(F)F)c2)nnc1-c1ccco1 | -24% | 51%[0.0737 µM] | -5% | -20% | i | 12% | -3% | -7 | 0%
O=C(Cc1cccc(NC(=O)C2CCCN(C(=O)CCc3ccccc3)C2)c1)Nc1cccc(C(=O)N2CCOCC2)c1 (stereo unspecified) | ? | -3% | 1% | 2% | i | 0% | 13% | -4 | 0%
COC(=O)c1ccc(CNC(=O)c2ccc(OC)c(S(=O)(=O)NC3CC3)c2)cc1 | . | . | -1% | 11% | i | 11% | . | 7 | 25%
Cc1ccc(C)c(N2CCN(Cc3nnc(-c4ccccc4)o3)CC2)c1 | . | . | . | . | i | -2% | -13% | . | -16%
CC[n+]1c(C)n(-c2ccccc2)c2ccc(NC(C)=O)cc21 | -7% | 3% | -5% | ? | i | 0% | -18% | -22 | 1%
Cc1oncc1C(=S)Nc1ccccc1 | 6.5µM* | 8.2µM* | ? | -3% | i | -1% | -1% | 23 | -1%
Cc1ccc2[nH]c(CSc3nnc(NC(=O)c4ccccc4C)s3)cc(=O)c2c1 | . | . | . | . | i | 2% | 7% | . | -25%
CN(C)C(=O)COc1ccc2c(-c3ccccc3)cc(=O)oc2c1 | -10% | 1% | 0% | -1% | . | -27% | . | -2 | 3%
COc1ccccc1N1CCN(C(c2ccc(F)cc2)c2nnnn2C(C)C)CC1 (stereo unspecified) | -1% | 5% | 6% | 19% | i | -33% | 5% | -8 | 4%
Cc1cccc(OCCn2ccnc2)c1 | 13% | -1% | 8% | 8% | i | 4% | 7% | -3 | -3%
CCOC(=O)Cc1csc(NC(=O)c2cccc(OC)c2)n1 | -5% | -6% | 5% | 0% | i | -13% | 3% | 0 | 2%
Cc1ccc(CCNC(=O)CCCn2nc(C)c3c(C)n(-c4ccc(C)cc4)nc3c2=O)cc1 | -3% | 11% | -2% | -3% | i | -16% | ? | -4 | -18%
O=C(O)C1C2CCC(C2)C1C(=O)NCCc1ccccc1 (stereo unspecified) | -49%[inhibitor] | 11% | -7% | -11% | i | -7% | 5% | 14 | -2%
C=CCn1c(Oc2cccc(C)c2)nc2c1c(=O)n(C)c(=O)n2C | -3% | 5% | -6% | 6% | ? | -2% | . | 33 | 1%
c1cnc(NCCNc2ncccn2)nc1 | -2% | -5% | 12% | 9% | i | -1% | 1% | 3 | 18%
C=CC[C@H](CC(=O)N(CCO)Cc1ccccc1)C(=O)N[C@H](COC(=O)[C@@H](CC=C)CC(=O)OC(C)(C)C)Cc1c[nH]c2ccccc12 | 12% | ? | ? | ? | 13µM* | 0% | 22µM* | -65* | 0%
CC(=O)N1CN(S(=O)(=O)c2ccc(C)cc2)CC1C (stereo unspecified) | -6% | -13% | 3% | -3% | i | 1% | -11% | -5 | -10%
O=C(NC1CCCCC1)c1cc(C2CC2)on1 | -2% | -2% | 2% | 2% | i | 9% | 23% | 0 | 10%
O=[N+]([O-])c1cccc2ccc(/C=C/c3ccc(F)cc3)nc12 | ? | 19% | -26% | ? | i | ? | 6% | 6 | -6%
Cc1ccc(Cl)cc1-c1cc(C(=O)NCC2CCCCC2)[nH]n1 | . | . | ? | ? | ? | 4% | -13% | -51* | 0%
CC(C)CCN1CCN(Cc2ccc(C#CCCO)cc2)CC1CCO (stereo unspecified) | -43%[inhibitor] | 3% | -32% | 3% | i | -14% | -16% | 16 | -7%
COc1cccc(NC(=O)CN(C)C(=O)/C=C/c2cn(-c3ccccc3)nc2-c2ccc(C)cc2)c1 | -3% | -1% | -6% | -14% | ? | -21% | -2% | ? | -7%
CCN(C(=O)Cn1cnc2c1c(=O)n(C)c(=O)n2C)C1CCS(=O)(=O)C1 (stereo unspecified) | -11% | -4% | 7%[9.24 µM] | 5% | i | 7% | 4% | -6 | 13%
Cc1ccccc1-n1c(SCC(=O)N2CCN(c3ccccc3)CC2)nnc1-c1ccncc1 | 0% | 14% | 8% | 2% | ? | 3.7µM* | 2% | 4 | 0%
COc1ccccc1CNC(=O)c1cc(-c2cccnc2)nc2ccccc12 | -1% | 4% | -4% | -12% | i | -27% | -18% | 15 | 2%
N=c1c(S(=O)(=O)c2ccccc2)cc2c(=O)n3ccccc3nc2n1Cc1ccco1 | 18% | 1% | -23% | -19% | i | 2% | -21% | -79* | -4%
CCCCC(CCC(=O)Nc1ccccc1C(=O)OCC)C(=O)O (stereo unspecified) | -5% | -2% | 0% | 10% | i | 16% | -6% | 46 | 8%
CCN1CCN(C(=O)c2ccc3c(c2)N(Cc2cc(C)ccc2C)C(=O)c2ccccc2S3=O)CC1 (stereo unspecified) | . | . | . | . | i | -2% | -27% | . | -16%
O=C(O)c1ccc(NS(=O)(=O)c2cccc(C(=O)Nc3cccc(C(=O)O)c3)c2)cc1 | 16% | -13% | 11% | 0% | i | 0% | . | 9 | 13%
CC(C(=O)N1CCN(C)CC1)N1C(=O)c2ccccc2C1=O (stereo unspecified) | 8% | 1% | 1%[9.24 µM] | -11% | i | ? | 2% | -7 | -10%
COc1ccc(N2CCN(C(=O)c3ccc4c(c3)CCN4S(C)(=O)=O)CC2)cc1 | . | . | 6% | 1% | ? | ? | -12% | -4 | -9%&-4%
CCOC(=O)c1c(NC(=O)C2C3C=CC(C3)C2C(=O)O)sc2c1CC(C)CC2 (stereo unspecified) | -9% | -6% | -8% | -30% | i | 0% | -6% | 15 | 0%
Cc1nc2ccccc2nc1CN1CCC(CO)(CC2CCCCO2)CC1 (stereo unspecified) | -5% | 15% | -5% | 1% | i | 1% | 7% | 36 | -14%
CSCCC(NC(=O)c1cccc([N+](=O)[O-])c1)C(=O)O (stereo unspecified) | -6% | 2% | 9% | 22% | i | -20% | -6% | 3 | 6%
CCOC(=O)c1sc2nc(N3CCOCC3)c3c(c2c1N)CCC3 | -2% | 9% | 4% | 0% | i | -9% | 18% | ? | -26%
O=C(CCCn1c(=S)[nH]c2ccsc2c1=O)Nc1ccc2c(c1)OCCO2 | -3% | 0% | 1% | 0% | i | -11% | -27% | 8 | 19%
COC(=O)c1c(NC(=O)CN2CCC3(O)CCCCC3C2c2cc(OC)ccc2OC)sc(C)c1C (stereo unspecified) | ? | ? | -13% | -20% | i | ? | -31% | -1 | ?
COc1ccccc1[C@@H]1C(c2cccc(Cl)c2)=NN(c2ccccc2)[C@H]1C(=O)N1CCOC1=O | 2.6µM* | ? | 6% | 8% | . | -1% | 7% | -2 | ?
O=C(Cc1ccccc1)Nc1ccc(NC(=O)c2cccc(Cl)c2)cc1 | ? | -1% | -28% | ? | i | 11% | -1% | 1 | 0%
CCN(CC)C(=O)CSc1nc2c(sc(=S)n2CC)c(=O)n1-c1ccccc1 | -2% | 1% | -8% | 4% | i | ? | -12% | -11 | ?
O=C(Nc1ccc(CN2CCOCC2)cc1)c1cc(Br)ccc1Cl | ? | ? | 4% | -2% | i | -14% | -8% | -51* | -2%
O=C(NCc1ccccc1)C(=O)NCC1OCCN1S(=O)(=O)c1cccs1 (stereo unspecified) | -2% | -2% | -2% | 8% | ? | 10% | -3% | -10 | 4%
O=C(NCCCNC(=O)c1c(Cl)cccc1Cl)c1c(Cl)cccc1Cl | -4% | -2% | -1% | -5% | i | 12% | 19% | 20 | ?
COc1ccc(OC)c(C2C(C(C)=O)=C(O)C(=O)N2c2ccc(F)cc2)c1 (stereo unspecified) | -6% | 2% | -5% | -1% | i | 10% | -5% | 49 | -14%
